Bioassay records: PubChem, several laboratories
proCasp3 act: activators of human procaspase-3 D3A mutant, primary screen, biochemical, absorbance, PC-3 D3A mutant, single concentration | Caspase-3 (Homo sapiens), P42574 | recombinant procaspase-3 D3A, Ac-DEVD-pNA absorbance 405 nm | activation, % at 8.5 µM | actives 0.11% (n = 330,000) | AID 463141, 2010;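 active means activation above the mean of all tested compounds plus 3 SD, cut at about 21% in these data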;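 further: 0% = DMSO alone and 100% = DMSO wells spiked with extra 5 µM PC-3 D3A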
Target sequence (P42574 whole entry D9A/D28A/D175A): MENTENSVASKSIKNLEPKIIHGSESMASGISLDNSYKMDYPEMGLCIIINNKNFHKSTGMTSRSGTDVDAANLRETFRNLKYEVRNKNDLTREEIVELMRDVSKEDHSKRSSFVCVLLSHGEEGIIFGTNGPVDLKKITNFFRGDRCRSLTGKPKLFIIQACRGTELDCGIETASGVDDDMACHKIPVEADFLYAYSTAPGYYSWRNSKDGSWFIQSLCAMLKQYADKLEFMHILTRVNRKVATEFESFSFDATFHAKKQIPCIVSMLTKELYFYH
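Technique: 405 nm absorbance of p-nitroaniline, reads at 0 and 120 min; Test system: Procaspase-3 D3A mutant; Incubation: 1 h enzyme-compound preincubation, then 2 h substrate reaction, 25 °C; Repeats: singlicate, each compound tested once; Benchmarks: low control DMSO wells, high control DMSO plus 5 µM PC-3 D3A.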
RPL19A TOR yeast: RPL19A-GFP expression modulators in yeast, primary screen, cell-based, S. cerevisiae, multiplex flow cytometry, MLPCN | S. cerevisiae RPL19A-GFP strain, 3 h; active compounds read low | percent response vs DMSO, % at 10 µM | actives 0.3% (n = 330,000);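 active means percent response vs DMSO below 50%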;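 further: median channel GFP fluorescence of the barcoded RPL19A-GFP strain; ratio of sample median GFP to plate DMSO average so 100% = DMSO; lower means less RPL19A-GFP as with rapamycin TOR inhibition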
Yeast superoxide: reduction of superoxide in aged yeast, primary screen, HTS | actives 0.18% (n = 330,000) | superoxide response (% of plate mean), % at 10 µM | AID 2690, 2010 | S. cerevisiae aged cells, superoxide DHE fluorescence; active compounds read low;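 active means superoxide response under a set limit, about three screen SD below normal, cut at about 65% in these data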;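 further: yeast aged for seven days with compound at 30 °C before DHE staining; 100% = average MFI of all compound-treated wells on the plate with controls excluded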
procasp7 counter: procaspase-7 activators, primary screen, counter-screen for procaspase-3 activator project, biochemical, absorbance, HTS, human. actives 0.093% (n = 330,000). activation, % at 8.5 µM. Caspase-7 (Homo sapiens), P55210. recombinant procaspase-7, Ac-DEVD-pNA absorbance 405 nm; D23A/D198A/D206A triple mutant, cannot self-cleave; scale: DMSO 0, 5 µM enzyme 100;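 active means percent activation above the screen-wide mean plus 3 SD, cut at about 25% in these data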
Target sequence (P55210 whole entry D23A/D198A/D206A): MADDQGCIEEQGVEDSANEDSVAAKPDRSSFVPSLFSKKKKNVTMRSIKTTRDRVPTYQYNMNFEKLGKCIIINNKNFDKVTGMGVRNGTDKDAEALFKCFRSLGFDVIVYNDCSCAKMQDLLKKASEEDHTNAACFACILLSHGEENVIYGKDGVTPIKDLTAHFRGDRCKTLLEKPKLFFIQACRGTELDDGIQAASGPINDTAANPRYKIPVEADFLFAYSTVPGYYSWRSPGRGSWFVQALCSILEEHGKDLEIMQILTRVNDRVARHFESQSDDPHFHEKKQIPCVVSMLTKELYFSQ
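Material: Procaspase-7 triple mutant (PC-7 D3A) | Quantity: 2 µM procaspase-7 mutant as dispensed | Reagent: DEVD-pNA substrate | Times: 1 h preincubation, 2 h reaction | Technique: 405 nm absorbance of p-nitroaniline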
LAP4 TOR yeast: modulators of LAP4-GFP expression in yeast, primary screen, S. cerevisiae, multiplex flow cytometry, MLPCN library. 3 h; median GFP as percent of DMSO wells. GFP response vs DMSO, % at 10 µM. actives 0.34% (n = 320,000). AID 2023, 2009;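 active means GFP response vs DMSO above a set limit, about the screen mean plus 3 SD, cut at about 150% in these data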
AHR activator: AHR activators, primary screen, cell-based, luminescence, luciferase reporter, human. Aryl hydrocarbon receptor (Homo sapiens), P35869. AHR-responsive luciferase reporter cells. activation, % at 5 µM. actives 2.5% (n = 320,000); in the data active means activation above about 47%;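 further: 0% = vehicle wells and 100% = reference agonist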
GASC-1 inh: inhibitors of GASC-1 histone demethylase, primary screen, biochemical, fluorescence, DELFIA europium | Lysine-specific demethylase 4C (Homo sapiens), Q9H3R0 | GST-JMJD2C(1-420) H3K9me3 demethylation | inhibition, % at 2.35 µM | actives 0.069% (n = 330,000) | AID 2099, 2009;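 active means more than half of a compound's replicate wells show inhibition beyond 50%, single wells judged on their own value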;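 further: signal counts dimethyl H3K9 product captured on neutravidin plate; 0% = median of DMSO wells and 100% = 0.3 times that DMSO median; strong numbers were not always called active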
Target sequence (Q9H3R0 1-420 limits assumed): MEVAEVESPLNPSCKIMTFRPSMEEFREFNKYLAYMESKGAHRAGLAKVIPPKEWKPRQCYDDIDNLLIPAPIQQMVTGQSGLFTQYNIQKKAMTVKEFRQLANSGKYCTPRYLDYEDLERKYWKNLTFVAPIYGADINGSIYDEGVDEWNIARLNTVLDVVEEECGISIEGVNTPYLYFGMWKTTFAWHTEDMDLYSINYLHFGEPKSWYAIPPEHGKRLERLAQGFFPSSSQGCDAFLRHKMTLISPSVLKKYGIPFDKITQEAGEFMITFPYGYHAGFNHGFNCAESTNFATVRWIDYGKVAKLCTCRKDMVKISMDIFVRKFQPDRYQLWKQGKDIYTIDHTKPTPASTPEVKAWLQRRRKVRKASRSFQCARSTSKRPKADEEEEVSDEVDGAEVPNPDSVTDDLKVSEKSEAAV
MEP2 TOR yeast: modulators of MEP2-GFP levels in yeast, primary screen, S. cerevisiae, multiplex flow cytometry, MLPCN library | actives 0.51% (n = 330,000) | GFP response vs DMSO, % at 10 µM | S. cerevisiae MEP2-GFP strain, 3 h; 100% = DMSO control level;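 active means GFP response versus DMSO above a set limit, roughly screen mean plus 3 SD, cut at about 180% in these data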;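 further: median GFP fluorescence of the barcode-gated MEP2-GFP cells per well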
Numbers without * were called inactive; nt = no result given; & = joins results of further samples.

SMILES	Yeast superoxide	procasp7 counter	RPL19A TOR yeast	GASC-1 inh	AHR activator	proCasp3 act	LAP4 TOR yeast	MEP2 TOR yeast
CC(C)C(NS(=O)(=O)c1ccc2c(c1)oc(=O)n2C)C(=O)N1CCN(Cc2ccccc2)CC1 (stereo not given)	98	12	97	nt	-2	0	96	99
CC(C)COC(=O)C1[C@H]2C(=O)N(Cc3cccs3)C[C@]23C=C[C@H]1O3 (stereo not given in full)	95	0	97	-8	3	-3	91	101
O=C(C(Cc1ccccc1)N1C(=O)c2ccccc2C1=O)N1c2ccccc2CCc2ccccc21 (stereo not given)	89	2	98	2	4	3	92	91
O=C(Cc1ccc2c(c1)OCCO2)N1CCN(S(=O)(=O)c2cccc(C(F)(F)F)c2)CC1	104	-1	103	-5	-1	-10	109	119
Cc1cccc2sc(NNC(=O)c3ccc4c(c3)OCCO4)nc12	86	-11	98	-5	59*	-11	96	94
O=C1C=C(O)CC(c2ccco2)C1 (stereo not given)	88	-6	88	-3	4	0	83	86
CCN(CC)S(=O)(=O)c1ccc(C)c(NC(=O)CNCCN(C(C)C)C(C)C)c1	101	-3	95	3	1	0	108	90
CC(c1cccs1)N(C(=O)Nc1ccccc1)C1CCCCC1 (stereo not given)	106	-7	99	0	-1	8	97	98
CN(C)CCCSc1nc2ccccc2s1	103	-8	111	1	-5	7	98	108
Cc1ccccc1Nc1nc(N)nc(COC(=O)c2ccc(S(=O)(=O)N(C)C)cc2)n1	109	4	100	12	2	-3	99	104
CC(C)Cc1nnc(NC(=O)CC(C)c2ccccc2)s1 (stereo not given)	100	8	102	4	4	2	87	99
CCNC(=O)c1ccccc1NC(=O)c1cccc(S(=O)(=O)N2CCC(C)CC2)c1	95	6	94	20	3	-3	94	93
COc1ccc2c(C)c(Cl)c(=O)oc2c1	88	-8	105	10	-12	1	107	102
OCCN1CCN(CCCN2c3ccccc3Sc3ccc(C(F)(F)F)cc32)CC1	112	-3	98	-23&-11	0	5	109	114
c1ccc(C2C/C(=N\N3CCOCC3)c3ccccc3O2)cc1 (stereo not given)	93	0	103	-13	10	-1	86	99
COc1ccc(S(=O)(=O)Nc2c(C)nn(C)c2C)cc1Br	95	5	96	-2	0	9	94	109
COc1ccc(CCNC(=O)CSc2nc3[nH]ncc3c(=O)n2-c2cccc(C(F)(F)F)c2)cc1OC	101	-5	96	-6	3	5	107	90
CCOc1ccc(-c2noc(CCCC(N)=O)n2)cc1OC	93	14	103	-33	0	3	101	107
CN(CCC(=O)Nc1ccc(Cl)cc1)Cc1ccccc1	104	-5	104	-2	-1	8	93	107
N#C/C(=C\c1c(N2CCCCCC2)nc2ccccn2c1=O)C(=O)NC1CCS(=O)(=O)C1 (stereo not given)	107	0	105	0	-4	-7	119	181*
COc1cc(OC)cc(C(=O)NCC(=O)NC(C)c2ccccc2)c1 (stereo not given)	102	5	103	1	8	-6	96	114
CC(=O)Nc1ccc(/C=C/c2nc3ccccc3o2)cc1	126	-3	93	-8	-4	2	124	97
COc1ccc(OCc2cc(C(=O)NCCc3ccccc3)no2)c(Cl)c1	107	8	96	3	1	-3	90	90
Cc1cc(-n2c(SCc3ccccc3F)nc3n[nH]c(C)c3c2=N)ccc1Cl	108	5	102	-3	55*	-2	106	100

4 entries drawn at random from the list so far:
SMILES	Yeast superoxide	procasp7 counter	RPL19A TOR yeast	GASC-1 inh	AHR activator	proCasp3 act	LAP4 TOR yeast	MEP2 TOR yeast
CCNC(=O)c1ccccc1NC(=O)c1cccc(S(=O)(=O)N2CCC(C)CC2)c1	95	6	94	20	3	-3	94	93
COc1cc(OC)cc(C(=O)NCC(=O)NC(C)c2ccccc2)c1 (stereo not given)	102	5	103	1	8	-6	96	114
COc1ccc(OCc2cc(C(=O)NCCc3ccccc3)no2)c(Cl)c1	107	8	96	3	1	-3	90	90
O=C1C=C(O)CC(c2ccco2)C1 (stereo not given)	88	-6	88	-3	4	0	83	86

New compounds follow.
SMILES	Yeast superoxide	procasp7 counter	RPL19A TOR yeast	GASC-1 inh	AHR activator	proCasp3 act	LAP4 TOR yeast	MEP2 TOR yeast
Nc1ccc(-c2cnc(-c3ccc(N)cc3)nc2)cc1	91	-3	100	-2	-7	-7	106	115
Cc1oc2cc(OC(C)C(=O)O)ccc2c(=O)c1Oc1ccccc1 (stereo not given)	99	4	99	0	1	6	95	102
CCC/C(O)=C1\C(=O)CC(C)(C)CC1=NCCO	99	8	93	2	10	6	102	97
CCCc1cc(=O)n2[nH]c(C)c(-c3ccccc3)c2n1	93	7	91	12	1	4	94	101
Cc1ccc(S(=O)(=O)/N=C(/NC(=S)Nc2c(C)n(C)n(-c3ccccc3)c2=O)c2ccccc2)cc1	92	-3	98	4	2	-2	107	97
O=C(CSc1nnc(-c2ccncc2)n1Cc1ccco1)Nc1nccs1	92	-7	101	1	4	1	94	99
O=C(Cn1nnc(-c2cccs2)n1)NCc1cccs1	91	6	106	-2	-1	-3	107	102
NS(=O)(=O)c1ccc(CNC(=O)c2ccc3ccccc3n2)cc1	100	-5	105	4	10	6	96	103
Cc1ccccc1CN(C)CC(=O)Nc1c(C)cccc1C(C)C	93	3	107	2	-2	6	101	98
C=CCn1c(Cc2ccc(OC)cc2)nnc1SCC(N)=O	90	-12	97	0	-4	-10	97	105
CC1(C)C(=O)Nc2ccccc2N1C(=O)CSc1nnc2c(Cl)cc(Cl)cn12	83	8	101	0	3	-8	92	102
Cc1nc(-c2nc(C(=O)NNS(C)(=O)=O)cs2)cs1	106	-1	103	8	4	-6	108	111
Cc1cc(C)c([C@@H]2C[C@H]3CN(C4CCCC4)C(=O)[C@]34CCCN24)c(-n2cccn2)c1	108	4	91	17	0	7	107	109
CCOC(=O)c1cccc(NC(=O)CCNS(=O)(=O)c2ccc3c(c2)CCN3C(=O)CC)c1	92	2	106	3	4	-4	108	102
Cc1c(NC(=O)C2CCCNC2=O)c(=O)n(-c2ccccc2)n1C (stereo not given)	117	-7	97	-3	1	7	91	84
Cc1ccc2c(c1)NC(=O)C(CC(=O)Nc1ccc(CN3CCC(C)CC3)cc1)O2 (stereo not given)	96	4	96	-11	7	7	102	99

Rewritten as labelled records: 2 of the compounds above.
CCC/C(O)=C1\C(=O)CC(C)(C)CC1=NCCO
  Yeast superoxide = 99
  procasp7 counter = 8
  RPL19A TOR yeast = 93
  GASC-1 inh = 2
  AHR activator = 10
  proCasp3 act = 6
  LAP4 TOR yeast = 102
  MEP2 TOR yeast = 97

Cc1oc2cc(OC(C)C(=O)O)ccc2c(=O)c1Oc1ccccc1 (stereo not given)
  Yeast superoxide = 99
  procasp7 counter = 4
  RPL19A TOR yeast = 99
  GASC-1 inh = 0
  AHR activator = 1
  proCasp3 act = 6
  LAP4 TOR yeast = 95
  MEP2 TOR yeast = 102

(further entries)
SMILES	Yeast superoxide	procasp7 counter	RPL19A TOR yeast	GASC-1 inh	AHR activator	proCasp3 act	LAP4 TOR yeast	MEP2 TOR yeast
Cc1ccc(NC(=O)COC(=O)C2COc3ccccc3O2)cc1 (stereo not given)	88	-3	99	-3	1	-5	109	93
CCCOc1ccccc1/C=N/Nc1ccnc(=O)[nH]1	106	9	103	3	25	11	110	114
CCOC(=O)[C@H]1[C@H]2COc3cc(OC)ccc3[C@@H]2N2C(=O)N(c3ccc(Cl)cc3)C(=O)[C@@]12C	102	-6	93	-22	2	7	126	84
O=C(Nc1nc2ccccc2[nH]1)c1cccc(S(=O)(=O)N2CCOCC2)c1	103	-9	100	21	13	-3	89	101
C[C@@H](O)Cc1cn(CC(=O)NCCCCCCCCCCC(=O)N2CCNCC2)nn1	104	-2	107	6	0	-7	105	100
NC(=O)CSc1c[nH]c2ccccc12	97	-11	100	nt	21	-5	105	111
CCOC(=O)Nc1ccc2nc(N3CCCCCC3)sc2c1	108	-3	100	-3	7	5	96	101
O=C(c1ccc(=O)[nH]c1)N1CCCc2ccccc21	97	3	104	-4	3	-2	100	108
CCOc1ccc(NC(=O)CN2C(=O)COc3ccc(S(=O)(=O)N4CCCCC4)cc32)cc1	87	10	103	-1	3	8	103	100
O=C(O)c1ccc2c(c1)C(=O)N(c1ccccc1-c1ccccc1)C2=O	109	3	92	9	0	7	126	118
O=S(=O)(c1ccc(-c2ccccc2)cc1)N1CCCCC1	90	6	102	-6	-2	2	91	106
NS(=O)(=O)c1ccc(NC(=O)CSc2nc3ccccc3[nH]2)cc1	80	10	91	-5	1	2	89	92
Cc1cccc(NC(=O)c2ccc(NC(C)c3ccccc3)c([N+](=O)[O-])c2)n1 (stereo not given)	107	3	103	-5	1	10	99	106
CCOc1ccc(-c2nnc3ccc(SCC(=O)Nc4nc5ccccc5s4)nn23)cc1	106	-46	102	-7	73*	-21	87	101
O=C1CCN1C1(C(=O)NC2CCCCC2)CCCC1	89	0	102	5	1	-5	89	102
COc1ccccc1NC(=O)C(=O)NCC(c1ccco1)N1CCc2ccccc2C1 (stereo not given)	101	7	87	1	5	5	85	95

AHR activator: what is marked active above.
Molecule,RPL19A TOR yeast,GASC-1 inh,AHR activator,proCasp3 act,LAP4 TOR yeast,MEP2 TOR yeast
Cc1cccc2sc(NNC(=O)c3ccc4c(c3)OCCO4)nc12,98,-5,59*,-11,96,94
Cc1cc(-n2c(SCc3ccccc3F)nc3n[nH]c(C)c3c2=N)ccc1Cl,102,-3,55*,-2,106,100
CCOc1ccc(-c2nnc3ccc(SCC(=O)Nc4nc5ccccc5s4)nn23)cc1,102,-7,73*,-21,87,101

New compounds follow.
SMILES	Yeast superoxide	procasp7 counter	RPL19A TOR yeast	GASC-1 inh	AHR activator	proCasp3 act	LAP4 TOR yeast	MEP2 TOR yeast
O=C(CNC(=O)C1CCCCC1)NC1=NCCS1	81	0	99	-10	4	7	98	109
CSCC[C@H](NC(=O)OC(C)(C)C)C(=O)NCC1CCC(C(=O)N[C@@H](Cc2ccccc2)C(=O)O)CC1 (stereo not given in full)	95	1	99	-3	-2	-9	108	109
CCCC(=O)Nc1ccc(Cl)c(NC(=O)c2ccc([N+](=O)[O-])cc2Cl)c1	94	10	101	-8	4	9	96	108
CC(=O)n1c(-c2ccccc2)c(-c2ccccc2)n(C)c1=O	94	1	91	3	17	5	98	89
